Source: PubChem (Sanford-Burnham Center for Chemical Genomics)
SENP1 FRET inh: SENP1 (human) catalytic domain inhibition; Q9P0U3; 360,000 compounds, 0.21% hits; inhibition, % at 10 µM; recombinant SENP1 catalytic domain, CyPet-SUMO1-YPet FRET cleavage;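 active = inhibition at least 30% at 10 µM, raw YFP signal under a set limit, fluorescence ratio 0.5 to 1.5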;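 note: 0% = enzyme with DMSO and 100% = no enzyme wells; some results filed as inactive read as strong as hits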
Target sequence (Q9P0U3 419-644 limits assumed): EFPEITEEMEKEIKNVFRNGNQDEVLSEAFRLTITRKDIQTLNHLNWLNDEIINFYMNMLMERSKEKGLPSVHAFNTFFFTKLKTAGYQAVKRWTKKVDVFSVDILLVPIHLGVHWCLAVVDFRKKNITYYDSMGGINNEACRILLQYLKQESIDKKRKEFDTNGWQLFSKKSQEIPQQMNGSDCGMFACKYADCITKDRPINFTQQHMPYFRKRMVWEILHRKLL
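Material: hSENP1 catalytic domain, recombinant; medium: Tris pH 8 with BME, BSA, NP40 and catalase; compound: single concentration of 10 µM compound, 0.5% DMSO final; technique: FRET read of cyan and yellow fluorescence; timing: 50 min enzyme reaction, room temperature, light-protected; reagent: SFCypet-SUMO1-SFYpet substrate at 25 nM; control set: no-enzyme low, enzyme-DMSO high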
SENP6 block: inhibitors of human SENP6 protease | Q9GZR1 | Recombinant SENP6 catalytic domain, aminoluciferin luminescence | inhibition, % at 10 µM | 330,000 compounds, 1.8% hits;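 active = inhibition above about 50% at the single tested dose, limit read from the data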;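 note: plate controls were DMSO wells with enzyme for no effect and DMSO wells lacking enzyme for full effect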
hIAP act: increases human intestinal alkaline phosphatase activity. activation factor at 10 µM. 330,000 compounds, 0.16% hits. P09923. purified human IAP, CDP-Star luminescence, 30 min; stronger effect = higher value; 1 = vehicle-only enzyme, 0 = enzyme-free background;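 active = activation factor of the enzyme at least 2-fold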; note: the source names both 10 and 20 µM as test concentration; values of inactives mirror those of a sister screen read the other way
ATG4B inhibitor: blocks human ATG4B protease cleavage of LC3 substrate; 340,000 compounds, 0.51% hits; AID 504462; ATG4B cleavage of LC3-PLA2, NBD-HPC fluorescence, 1 h; inhibition, % at 8.33 µM; in the data active = inhibition above about 40%
Target sequence (Q9Y4P1 whole entry, looked up): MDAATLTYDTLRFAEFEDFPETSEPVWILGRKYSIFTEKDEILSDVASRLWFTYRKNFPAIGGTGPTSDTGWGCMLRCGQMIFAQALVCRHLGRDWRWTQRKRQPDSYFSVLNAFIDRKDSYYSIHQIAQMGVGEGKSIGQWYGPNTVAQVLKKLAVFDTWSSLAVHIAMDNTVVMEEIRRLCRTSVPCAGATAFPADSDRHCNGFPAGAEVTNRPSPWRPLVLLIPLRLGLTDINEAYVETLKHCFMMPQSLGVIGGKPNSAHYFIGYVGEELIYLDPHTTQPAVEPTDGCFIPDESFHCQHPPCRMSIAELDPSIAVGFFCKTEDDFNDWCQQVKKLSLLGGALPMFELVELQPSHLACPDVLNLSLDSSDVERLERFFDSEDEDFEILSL
NR3A LBD binder: modulates the human NR3A ligand-binding domain. AID 1259313. 340,000 compounds, 2.5% hits. NR3A LBD differential scanning fluorimetry, Tm shift; 0% = protein alone, 100% = glycine-bound protein. Tm shift relative to glycine control, % at 25 µM;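 active = melting temperature shift of at least 10% of the positive control shift, at one fixed dose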
MPTP block: inhibitors of mitochondrial permeability transition pore. isolated mouse mitochondria, Ca2+ swelling absorbance, 30 min. inhibition, % at 10 µM. 360,000 compounds, 1.4% hits;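 active = inhibition of 50% or more, scaled per plate between neutral and stimulator controls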;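 note: 0% = DMSO wells given calcium and 100% = 1 mM EGTA wells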
PfG6PD inh: PfG6PD (Plasmodium falciparum) enzyme inhibition | 350,000 compounds, 0.78% hits | inhibition, % at 20 µM | PfGluPho enzyme, NADPH resazurin-diaphorase fluorescence;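 active = inhibition reaching at least a set limit at 20 µM in the primary screen, cut at about 59% in these data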;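 note: 0% = DMSO wells with substrate and 100% = DMSO wells lacking glucose-6-phosphate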
SENP8 inh: SENP8 (human) protease inhibition; recombinant SENP8, Nedd8 substrate fluorescence; inhibition, % at 20 µM; 360,000 compounds, 0.64% hits; AID 602440; in the data active = inhibition mostly above about 40%, no sharp cut-off; inactive = mostly below about 27%
Target sequence (Q96LD8 whole entry, looked up): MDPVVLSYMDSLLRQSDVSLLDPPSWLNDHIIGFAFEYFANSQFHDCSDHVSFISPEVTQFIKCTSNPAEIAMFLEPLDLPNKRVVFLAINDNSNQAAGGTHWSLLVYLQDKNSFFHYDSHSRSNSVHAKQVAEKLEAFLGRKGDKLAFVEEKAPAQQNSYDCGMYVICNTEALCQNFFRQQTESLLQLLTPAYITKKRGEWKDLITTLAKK
The depositor's hits bear a star; nt = not tested or not shown; & = joins results of further samples.

SMILES	SENP1 FRET inh	SENP6 block	hIAP act	ATG4B inhibitor	NR3A LBD binder	MPTP block	PfG6PD inh	SENP8 inh
CCOC(=O)CNC(=O)c1cc(OC)cc(OC)c1	-2.2	-3.2	0.946	0.5	-1.4	-0.4	-10.3	0.6
NS(=O)(=O)c1ccc(N=Cc2ccc(Br)s2)cc1	1.0	9.5	1.12	1.9	-0.1	-9.4	-5.1	-2.3
COC(=O)c1cc(C(=O)OC)cc(N2C(=O)CC(NNC(=O)c3ccc(C)cc3)C2=O)c1 (configuration not stated)	-0.3	-17.7	1.21	2.5	-1.5	0.9	-13.0	5.5
Cc1ccc(-n2nc3c(N4CCC(C(=O)NCCc5ccco5)CC4)nnc(C)c3c2C)cc1	-7.1	-16.1	1.05	12.5	-4.3	-1.5	27.0	-299.0
Nc1nc(N)c2cc(Sc3ccc4ccccc4c3)ccc2n1	-1.2	-3.9	0.948	15.5	-10.4	40.5	-11.9	-399.0
N#Cc1ccc(-c2ccc3c(c2)OCO3)nc1SCC(=O)OCc1ccccc1	-41.6	-20.8	0.769	-10.1	0.8	1.4	5.3	-340.6
COc1ccc(S(=O)(=O)N2CCCN(S(=O)(=O)c3ccc(OC)cc3C)CC2)c(C)c1	0.4	-29.8	0.936	4.7	2.5	3.1	2.2	8.0
Cn1cc(CNCc2cn[nH]c2-c2ccc(F)cc2)c(-c2ccc3c(c2)OCCO3)n1	0.1	5.3	1.31	-2.3	-1.0	2.5	4.5	5.0
O=C(COC(=O)c1cc([N+](=O)[O-])ccc1N1CCOCC1)Nc1c(Cl)cccc1C(F)(F)F	-0.5	4.1	0.856	-1.1	0.3	-1.0	7.8	17.0
Cc1ccc(C)c(NC(=O)COC(=O)CNC(=O)C2CCCCC2)c1	2.2	-12.5	1.13	-3.6	1.7	1.1	14.2	10.2
CC(C)(C)OC(=O)N1CCC[C@H]1C(=O)Nc1ccc(S(=O)(=O)C(F)F)cc1	0.5	1.2	0.99	-9.5	-1.3	-1.6	-2.1	5.0
S=C(NCCN1CCOCC1)Nc1ccc(Cl)cc1	1.3	-27.9	1.01	-1.6	-3.2	0.5	-7.4	16.5
CCCC(CCC)C(=O)O	2.4&0.9	-7.1	1.08	-1.8&1.0	-2.2&-1.3	-2.5&6.2	6.7&-2.6	2.5&1.7
CCN(CC)S(=O)(=O)c1ccc(N2CC(C(=O)NCCc3ccc(Cl)cc3)CC2=O)cc1 (configuration not stated)	-0.8	2.0	0.994	-23.2	1.2	0.1	-16.1	-10.9
Cc1ccc(C)c(OCCC(=O)OCC(=O)NCCNC(=O)COC(=O)CCOc2cc(C)ccc2C)c1	0.1	-15.6	0.995	-22.7	2.1	-1.2	18.4	10.0
COc1ccc(C)cc1C(=O)CCC(=O)NC1CCCCC1	1.8	-13.6	0.971	6.8	-0.4	-1.2	-9.5	-20.9
CC(=O)N(CCC1(c2ccc(C)cc2)CCOC(C(C)C)C1)Cc1ccco1 (configuration not stated)	-1.2	8.8	1.1	21.8	0.7	1.5	23.5	21.7
CCCCN(CCCC)C(=S)NC(=O)c1ccccc1Cl	1.1	-3.8	0.854	-2.3	-1.9	1.9	7.8	17.7
Cc1[nH]c2ccccc2c1SCc1ccccc1	-1.1	5.3	0.948	-1.4	-3.6	2.2	30.6	3.8
O=C(NCCOc1ccccc1)c1ccc2c(c1)S(=O)(=O)c1cc(Cl)ccc1C2=O	5.7	6.0	0.956	-5.2	1.8	1.5	11.6	25.6
CSCCC(NC(=O)c1cc(C(C)(C)C)oc1C)C(=O)O (configuration not stated)	0.5	-8.2	0.974	-7.1	2.1	0.4	27.2	18.7
CN(CC(=O)Nc1ccc(Cl)c(C(F)(F)F)c1)C(=O)c1cc(-c2ccncc2)nc2ccccc12	0.1	-7.5	1.1	7.2	21.3*	0.8	25.5	6.2
Cc1ccc(-c2nnc(-c3ccc4ccccc4c3)o2)cc1	0.8	nt	nt	-4.2	-5.8	0.4	15.4	-366.9
CC12CN(C(=O)c3ccc([N+](=O)[O-])cc3)CC(C)(CN(C(=O)c3ccc([N+](=O)[O-])cc3)C1)C2=O	nt	0.6	0.965	-2.1	0.2	nt	-9.8	nt
C=CC[C@@H](CC(=O)NCCO)C(=O)N[C@@H](COC(=O)[C@@H](CC=C)Cc1ccc(F)cc1)Cc1ccccc1	0.1	6.2	1.1	-1.1	-0.1	1.4	14.6	16.6
CC(C)c1ccc(NC2CCCN(C(=O)c3cccs3)C2)cc1 (configuration not stated)	1.1	3.6	0.997	76.5*	-2.1	0.0	-0.4	8.1
O=C(Cc1cccc(NC(=O)C2CCCN(C(=O)C3CCCCC3)C2)c1)Nc1cccc(C(=O)N2CCOCC2)c1 (configuration not stated)	1.2	nt	nt	-8.8	0.9	0.8	14.8	-3.8
CCS(=O)(=O)Nc1cccc(-c2cc(-c3ccccc3)c3cc(C)ccc3n2)c1	0.5	-8.2	1.14	-14.4	10.6*	1.4	-2.4	-57.6
O=C1OCC(CC2=C(O)C(=O)OC2)=C1O	-0.2	nt	nt	-0.8	0.8	-1.3	-2.2	8.4
N/C(=N/O)c1nc(N2CCCC2)nc(N2CCCC2)n1	1.2	-14.0	1.02	-0.6	-0.3	-2.4	-8.7	28.3

Of the compounds above, these contain a COOH group:
SMILES	SENP1 FRET inh	SENP6 block	hIAP act	ATG4B inhibitor	NR3A LBD binder	MPTP block	PfG6PD inh	SENP8 inh
CCCC(CCC)C(=O)O	2.4&0.9	-7.1	1.08	-1.8&1.0	-2.2&-1.3	-2.5&6.2	6.7&-2.6	2.5&1.7
CSCCC(NC(=O)c1cc(C(C)(C)C)oc1C)C(=O)O (configuration not stated)	0.5	-8.2	0.974	-7.1	2.1	0.4	27.2	18.7

2 of the compounds above, with values under each structure.
Screens in order – SENP1 FRET inh | SENP6 block | hIAP act | ATG4B inhibitor | NR3A LBD binder | MPTP block | PfG6PD inh | SENP8 inh
> CCS(=O)(=O)Nc1cccc(-c2cc(-c3ccccc3)c3cc(C)ccc3n2)c1
    0.5 | -8.2 | 1.14 | -14.4 | 10.6* | 1.4 | -2.4 | -57.6
> O=C1OCC(CC2=C(O)C(=O)OC2)=C1O
    -0.2 | nt | nt | -0.8 | 0.8 | -1.3 | -2.2 | 8.4

Other records
SMILES	SENP1 FRET inh	SENP6 block	hIAP act	ATG4B inhibitor	NR3A LBD binder	MPTP block	PfG6PD inh	SENP8 inh
CC(SC(C)C(=O)NN=Cc1cccc(Cl)c1)C(=O)NN=Cc1cccc(Cl)c1 (configuration not stated)	1.1	nt	nt	-4.1	4.9	0.5	3.6	3.6
CCc1ccc(CNC(=O)C(=O)NCC2CCCO2)cc1 (configuration not stated)	2.4	-3.0	1.02	-21.1	1.4	-3.3	-10.2	0.4
COc1cnn(-c2cccc(C)c2)c(=O)c1Cl	-3.9	-14.9	0.809	5.8	0.2	-1.3	-19.5	13.1
CC(Oc1cccc(Cl)c1)C(=O)NC1CC(C)(C)NC(C)(C)C1 (configuration not stated)	-0.6	0.9	1.04	0.0	2.9	0.2	7.9	-4.0
CC12CCC(=O)N1C(C(=O)Nc1nnc(SCc3ccccc3F)s1)CS2 (configuration not stated)	-1.6	5.1	1.13	-7.4	1.1	-1.5	5.0	12.3
COc1ccc(Nc2nnc(C)c(=O)[nH]2)c(OC)c1	1.3	-18.1	0.963	0.3	-0.8	0.2	-18.9	13.4
Cc1ccc(CN2C(=O)C(C)(C)Oc3ccc(C(=O)N4CCCCC4)cc32)cc1	3.2	-23.9	1.08	-7.4	-2.3	-0.2	-2.6	13.2
CC(=O)NC(c1ccc(F)cc1)c1cccnc1 (configuration not stated)	-0.2	2.6	1.15	-5.3	-0.6	0.3	-8.0	29.4
O=C(C1=C[C@H](c2ccc3c(c2)OCO3)C[C@H](OCCCCO)O1)N1CCN(Cc2ccc3c(c2)OCO3)CC1	-2.8	-10.8	0.926	-18.8	0.6	-0.3	3.8	-9.3
CCC(COC(=O)Nc1cccc(C)c1C)NC(=O)OCC(C)C (configuration not stated)	3.3	-3.9	0.941	20.3	1.0	-2.3	10.4	-0.7
O=CN1CCN(C(=O)c2ccccc2Cl)CC1	1.1	-10.4	1.06	-3.5	-0.1	0.9	-2.2	23.0
CC(=O)OC1COC(N2CCc3ccccc32)C(OC(C)=O)C1OC(C)=O (configuration not stated)	-1.6	-30.4	1.09	-3.8	-0.7	-4.9	-8.4	-10.2
COc1ccc(Cc2c(N)nc(N)nc2N)cc1	0.3	-2.6	1.01	-0.2	-2.3	-3.9	-4.8	16.7
COc1cc(OC)c(S(=O)(=O)Nc2ccccc2C(=O)O)cc1S(=O)(=O)Nc1ccccc1C(=O)O	0.0	-11.9	1.31	5.2	5.1	-0.4	12.6	-5.8
N#CC1=C2N=C(N)c3c(sc4c3CCCCC4)N2C2=C(C(=O)CCC2)C1c1ccccc1 (configuration not stated)	13.8	15.7	0.973	-9.8	-5.6	0.4	0.8	-44.1
COC(=O)Cc1cccc2c(=O)c3ccccc3oc12	1.0	-8.5	1.2	-5.6	-1.9	2.1	8.7	-17.3
CCOC(=O)c1c(NC(=O)Nc2ccc(C)cc2)sc2c1CCN(C)C2	-86.4	5.9	1.06	1.6	-3.5	1.8	7.9	-38.5
CCOC(=O)c1c(C)n(CCOc2ccccc2)c2ccc(O)cc12	1.5	3.4	0.857	-6.9	0.9	0.6	27.6	9.2
N#Cc1ccsc1NC(=O)C1CC(=O)N(Cc2ccccc2)C1 (configuration not stated)	-13.2	-5.6	1.04	1.0	-0.6	1.0	14.7	2.8
COc1ccc(/C=C/C(=O)O)cc1S(=O)(=O)N1CCC(C)CC1	1.5	2.8	1.15	-0.5	0.1	1.6	-24.4	24.7
CCOc1cc2c(cc1OCC)C(C(=O)O)C(c1ccc(OC)c(O)c1)N(C)C2=O (configuration not stated)	2.2	2.1	0.979	-14.2	0.1	0.0	14.5	10.7
Cc1cccc(C)c1OCc1nnc(SCC(=O)Nc2ccc(N3CCOCC3)cc2)o1	1.0	0.8	0.969	5.1	-3.4	3.4	-25.6	9.2
O=C1C=C(N2CCOCC2)c2cccc3cccc1c23	12.2	nt	nt	nt	nt	0.7	19.9	18.7
CC(=O)c1cccc(NC(=O)CN(C)S(=O)(=O)c2cccc3nsnc23)c1	3.4	-8.1	1.02	0.5	-1.4	1.3	-1.0	8.2
Cc1ccc2oc(-c3cccc(N)c3)nc2c1	0.6	96.9*	1.08	-6.6	-11.4	0.9	26.4	-466.4
OCc1cn(-c2ccccc2)nc1-c1ccc2c(c1)OCCO2	2.9	-6.1	1.07	-12.6	-7.0	1.5	-0.8	5.4
C=CCN1c2ccccc2[C@]23C[C@@H](C(=O)OC)N(C(C)=O)C2=NC(C(=O)OC)=C(C(=O)OC)[C@H]13	-2.1	-25.1	0.926	-9.3	-0.8	-1.4	-0.8	14.1
O=C(NCCOc1ccccc1)c1n[nH]c(=O)c2ccccc12	1.5	-0.3	0.807	-7.7	-1.2	1.1	-1.7	18.0
CCCOC(=O)c1c(-c2ccccc2)nc(CC)c(C(=O)SCC)c1CCC	-0.4	12.7	1	1.9	10.1*	3.5	4.1	2.4
Cc1ccc(S(=O)(=O)Nc2ccccn2)cc1[N+](=O)[O-]	3.1	-9.8	1.04	1.4	-0.4	-0.2	-13.8	15.7
CCCC(=O)CN1C(=O)C2(OCCO2)c2ccccc21	1.1	-4.4	1.12	5.5	0.4	0.6	-9.2	9.7
Cn1c(SCc2ccccc2Br)nc2ccccc2c1=O	-0.7	6.6	0.879	-1.0	-2.9	0.8	-15.6	8.6
CCCCN1C2CCCC1CC(NC(=O)c1cccc(Cl)c1)C2 (configuration not stated)	-0.7	8.6	1.38	9.6	0.2	0.8	-2.9	16.2
O=C(COC(=O)COc1ccc(Cl)cc1)NCCCc1ccccc1	5.2	-1.9	0.677	-3.7	0.1	1.1	-7.6	10.2
O=C(NCc1ccc(F)cc1)C1CCCN(c2cnccn2)C1 (configuration not stated)	0.8	-4.3	1.02	2.9	0.9	-0.6	-12.6	-269.7
